Efa HMGR inh – inhibitors of class II HMG-CoA reductase from Enterococcus faecalis; inhibition, % at 10 µM; 0.41% of 190,000 active; AID 1066; purified E. faecalis HMGR, NADPH absorbance 340 nm kinetic;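 active means inhibition above a set limit, the median over all tested compounds plus 3 SD, cut at about 9.5% in these data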;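 further: enzyme runs in reverse so mevalonate oxidation gives rising NADPH absorbance; 0% = complete reaction with DMSO and 100% = background rate lacking mevalonate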
PMI act – phosphomannose isomerase (human) activation. 0.005% of 190,000 active. purified human PMI, coupled resazurin fluorescence, 20 min; hits give high values; 1 = vehicle control, 0 substrate-free wells. P34949. activation factor at 20 µM;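 active means activation factor of 2 or more at 20 µM, relative to plate controls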
TNAP act hi DEA – increases human TNAP activity under high phosphate acceptor concentration. 200,000 tested, under 10 active. AID 1136. activation factor at 20 µM. purified TNAP, CDP-star luminescence, 1 M DEA, 30 min; hits give high values; 0 = EDTA background, 1 = DMSO-only activity;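 active means activation factor at least 2 at 20 µM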
Target sequence (P05186 whole entry, looked up): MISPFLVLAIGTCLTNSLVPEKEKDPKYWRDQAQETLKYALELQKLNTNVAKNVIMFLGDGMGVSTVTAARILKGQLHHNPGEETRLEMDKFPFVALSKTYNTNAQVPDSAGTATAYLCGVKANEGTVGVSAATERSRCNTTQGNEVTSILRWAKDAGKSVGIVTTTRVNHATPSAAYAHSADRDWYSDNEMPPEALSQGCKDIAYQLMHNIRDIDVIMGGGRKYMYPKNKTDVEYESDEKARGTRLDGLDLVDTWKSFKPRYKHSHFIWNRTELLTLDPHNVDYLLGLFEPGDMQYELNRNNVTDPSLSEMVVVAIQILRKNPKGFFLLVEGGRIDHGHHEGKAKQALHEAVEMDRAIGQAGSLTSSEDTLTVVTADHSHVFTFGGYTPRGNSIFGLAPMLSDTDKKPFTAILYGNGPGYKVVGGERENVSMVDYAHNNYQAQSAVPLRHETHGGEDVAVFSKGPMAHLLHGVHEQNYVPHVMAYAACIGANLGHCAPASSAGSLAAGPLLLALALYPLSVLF
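Control set: EDTA negative control, DMSO positive control / Assay system: human TNAP / Quantity: TNAP 1/800 final / Evaluation: TNAP activation factor scaled between EDTA and DMSO control wells / Measured by: luminescent substrate turnover signal / Compound dosing: one dose, 20 µM / Times: 30 min enzyme reaction at room temperature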
Diaph act CS – activates diaphorase or chemically reduces, flagging diaphorase assay artifacts; Diaphorase/resazurin coupled assay, resorufin fluorescence, 16 min; hits give high values; 1 = vehicle wells, 0 = NADH-free wells; activation factor at 20 µM; 0.005% of 190,000 active; AID 1229;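 active means diaphorase activity raised at least twofold by the compound at 20 µM; inactive means activation factor below 2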
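Material: Purified diaphorase enzyme from Clostridium kluyveri | Buffer or medium: 50 mM HEPES pH 7.4 with 4.542 mM MgCl2, 0.005% Tween 20 | Times: 16 min enzyme reaction, ambient temperature | Signal: Red resorufin fluorescence at 544/590 nm excitation/emission | Measure: Increased resorufin signal from activators or reducing compounds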
PMI act satM6P – PMI (human) activation, high substrate; P34949; coupled PMI enzyme assay, resazurin fluorescence, 20 min; hits give high values; 1 = untreated enzyme, 0 = substrate-free blank; AID 1216; 0.34% of 190,000 active; activation factor at 20 µM;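 active means activation factor of 2 or more at 20 µM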
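Test system: human phosphomannose isomerase with PGI, G6PDH, diaphorase coupling enzymes / Doses: 20 µM compound, 1% DMSO / Times: enzyme reaction with compound 20 min at room temperature / Measured by: Diaphorase-driven resazurin-to-resorufin fluorescence, excitation 544, emission 590 nm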
TNAP inh no acc – inhibitors of human TNAP without phosphate acceptor. 0.26% of 200,000 active. inhibition, % at 20 µM. purified TNAP, CDP-star luminescence, 30 min. P05186;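 active means tissue-nonspecific alkaline phosphatase inhibition above about 50% at 20 µM in the single-dose screen, limit read from the data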;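 further: 0% = DMSO negative control and 100% = EDTA positive control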
TNAP inh hiacc – blocks human TNAP under high phosphate acceptor concentration; 0.03% of 200,000 active; purified TNAP, CDP-star luminescence, 1 M DEA; inhibition, % at 20 µM; P05186; AID 1135;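 active means over 50% inhibition of tissue-nonspecific alkaline phosphatase at 20 µM in the single-dose screen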;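 further: plate controls were DMSO wells for no effect and EDTA-quenched wells as full inhibition for full effect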
FLuc stim CS – affects firefly luciferase, flagging false hits in luciferase stimulation screens; P08659; ATPlite luciferase biochemical, luminescence, 10 min; 0 = ATP-free wells, 1 = DMSO control; activation factor at 10 µM; 200,000 tested, under 10 active; AID 1027;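 active means luciferase activation factor, scaled between plate controls, of at least 2 with compound at 10 µM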
Target sequence (P08659 whole entry, looked up): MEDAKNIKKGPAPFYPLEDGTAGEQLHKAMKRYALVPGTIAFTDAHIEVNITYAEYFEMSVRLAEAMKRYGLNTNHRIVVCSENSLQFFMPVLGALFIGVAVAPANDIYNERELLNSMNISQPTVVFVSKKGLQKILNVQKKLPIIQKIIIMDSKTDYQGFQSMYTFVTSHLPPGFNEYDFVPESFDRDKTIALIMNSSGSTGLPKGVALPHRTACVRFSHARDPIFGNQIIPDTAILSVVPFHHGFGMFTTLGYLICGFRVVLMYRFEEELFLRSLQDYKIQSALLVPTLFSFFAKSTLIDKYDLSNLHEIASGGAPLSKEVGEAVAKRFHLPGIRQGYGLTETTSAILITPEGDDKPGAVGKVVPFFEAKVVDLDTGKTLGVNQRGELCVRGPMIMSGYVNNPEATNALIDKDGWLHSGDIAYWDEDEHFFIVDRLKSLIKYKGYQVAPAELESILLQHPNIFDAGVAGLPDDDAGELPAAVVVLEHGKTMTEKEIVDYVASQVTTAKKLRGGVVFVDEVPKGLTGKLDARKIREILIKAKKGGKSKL
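Assay system – cell-free luciferase reagent · Medium – PBS-based ATP solution · Dosing – test compounds dosed from 2 mM stocks in 100% DMSO · Timing – 10 min, room temperature · Technique – light output (luminescence) · Measure – luminescence gain marking luciferase activators · Controls – No-ATP low control, compound-free enzyme-plus-ATP high control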
Diaphorase inh – counter-screen for diaphorase-based assays: diaphorase inhibitors and chemical oxidizers; diaphorase resazurin-to-resorufin fluorescence, NADH, 16 min; bacterial (C. kluyveri) enzyme, not human; inhibition, % at 20 µM; 0.69% of 190,000 active; AID 1217;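 active means primary screen inhibition at 20 µM above a set limit, cut at about 50% in these data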;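 further: plate controls were DMSO with full reaction for no effect and wells lacking NADH for full effect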
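Test system: bacterial diaphorase enzyme (C. kluyveri); Quantity: 0.14 U/mL diaphorase, enzyme working solution; Times: reaction incubation of 16 min at room temperature; Measured by: fluorescence of resorufin formed from resazurin, Ex 544/Em 590 nm; Benchmarks: positive control minus NADH, DMSO neutral control.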
G6PDH counter – counter-screen for G6PDH assay hits: L. mesenteroides G6PDH inhibition. Purified L. mesenteroides G6PDH, diaphorase/resazurin coupled fluorescence, 45 min. inhibition, % at 5 µM. 0.12% of 200,000 active; in the data active means inhibition above about 50%
Numbers without * were called inactive.

What do the screens show for `O=C1CC(c2nc3ccccc3[nH]2)CN1Cc1ccccc1` (stereo not drawn)?
Efa HMGR inh: -4; PMI act: 0.9; TNAP act hi DEA: 1; Diaph act CS: 0.9; PMI act satM6P: 1; TNAP inh no acc: -14; TNAP inh hiacc: -3; FLuc stim CS: 1.1; Diaphorase inh: 6; G6PDH counter: 0

How did O=C(c1ccco1)N1CCN(c2cccc(Cl)c2)CC1 do in these assays?
Efa HMGR inh: -4; PMI act: 0.9; TNAP act hi DEA: 1; Diaph act CS: 0.8; PMI act satM6P: 0.9; TNAP inh no acc: -9; TNAP inh hiacc: -4; FLuc stim CS: 1; Diaphorase inh: 16; G6PDH counter: -15

What do the screens show for `CCCC(=O)Nc1sc(C(=O)Nc2cccc(N)c2)c(C)c1C(=O)OC`?
Efa HMGR inh: 17*; PMI act: 0.9; TNAP act hi DEA: 1.1; Diaph act CS: 0.8; PMI act satM6P: 0.9; TNAP inh no acc: -8; TNAP inh hiacc: -8; FLuc stim CS: 0.7; Diaphorase inh: 17; G6PDH counter: 6

What do the screens show for `COc1ccccc1N(C)S(=O)(=O)c1ccc(C(=O)OCC(=O)NCCC2=CCCCC2)cc1`?
Efa HMGR inh: 2; PMI act: 0.9; TNAP act hi DEA: 1.1; Diaph act CS: 0.8; PMI act satM6P: 0.9; TNAP inh no acc: -7; TNAP inh hiacc: -8; FLuc stim CS: 1; Diaphorase inh: 22; G6PDH counter: 7

What do the screens show for `COC(=O)c1cc(OC)c(OC)cc1NC(=S)Nc1cccc(C(C)=O)c1`?
Efa HMGR inh: -1; PMI act: 1; TNAP act hi DEA: 1.1; Diaph act CS: 1; PMI act satM6P: 1.1; TNAP inh no acc: 0; TNAP inh hiacc: -6; FLuc stim CS: 1.1; Diaphorase inh: 4; G6PDH counter: 3

How did CCc1c(O)nc(N2CCN(Cc3ccccc3)CC2)[nH]c1=O do in these assays?
Efa HMGR inh: -13; PMI act: 0.9; TNAP act hi DEA: 1; Diaph act CS: 0.9; PMI act satM6P: 1; TNAP inh no acc: 2; TNAP inh hiacc: -2; FLuc stim CS: 1; Diaphorase inh: 12; G6PDH counter: 0

Results for CCS(=O)(=O)N1Cc2ccccc2CC1C(=O)Nc1nnc(SCc2c(Cl)cccc2Cl)s1 (stereo not drawn) ?
Efa HMGR inh: -1; PMI act: 1; TNAP act hi DEA: 1; Diaph act CS: 0.8; PMI act satM6P: 0.9; TNAP inh no acc: -18; TNAP inh hiacc: -2; FLuc stim CS: 1.1; Diaphorase inh: 18; G6PDH counter: -24

Results for CCOC(=O)C1=C(C)NC2=C(C(=O)CCC2)C1c1ccc(O)c(OCC)c1 (stereo not drawn) ?
Efa HMGR inh: -4; PMI act: 0.9; TNAP act hi DEA: 1; Diaph act CS: 0.9; PMI act satM6P: 0.5; TNAP inh no acc: -3; TNAP inh hiacc: -2; FLuc stim CS: 1; Diaphorase inh: 15; G6PDH counter: 5

How did COc1ccccc1C(=O)OCC(=O)NC(=O)NCc1ccccc1 do in these assays?
Efa HMGR inh: -3; PMI act: 1; TNAP act hi DEA: 1; Diaph act CS: 1; PMI act satM6P: 1.1; TNAP inh no acc: -14; TNAP inh hiacc: -4; FLuc stim CS: 1.1; Diaphorase inh: 2; G6PDH counter: -1

What do the screens show for `Cn1c(N2CCOCC2)cc(=O)n(C)c1=O`?
Efa HMGR inh: -7; PMI act: 0.9; TNAP act hi DEA: 1; Diaph act CS: 1; PMI act satM6P: 0.9; TNAP inh no acc: 0; TNAP inh hiacc: -2; FLuc stim CS: 1; Diaphorase inh: 1; G6PDH counter: 14

Results for Cc1cc(C)nc(SCc2cccc(C(=O)O)c2)n1 ?
Efa HMGR inh: -1; PMI act: 0.9; TNAP act hi DEA: 1.1; Diaph act CS: 0.8; PMI act satM6P: 0.9; TNAP inh no acc: -14; TNAP inh hiacc: -6; FLuc stim CS: 1.1; Diaphorase inh: 16; G6PDH counter: -3

What do the screens show for `O=C(CNC(=O)C12CC3CC(CC(C3)C1)C2)N1CCN(S(=O)(=O)/C=C/c2ccccc2)CC1`?
Efa HMGR inh: -10; PMI act: 0.8; TNAP act hi DEA: 1; Diaph act CS: 0.8; PMI act satM6P: 0.8; TNAP inh no acc: -11; TNAP inh hiacc: -2; FLuc stim CS: 1; Diaphorase inh: 15; G6PDH counter: 1

How did O=C(COC(=O)C1=Cc2ccccc2OC1)NCc1ccco1 do in these assays?
Efa HMGR inh: -1; PMI act: 0.9; TNAP act hi DEA: 1.1; Diaph act CS: 0.9; PMI act satM6P: 0.9; TNAP inh no acc: -7; TNAP inh hiacc: -5; FLuc stim CS: 1; Diaphorase inh: 15; G6PDH counter: 15

Results for CC(C)C(c1nnnn1Cc1cccs1)N1CCN(C2CCCC2)CC1 (stereo not drawn) ?
Efa HMGR inh: 0; PMI act: 0.9; TNAP act hi DEA: 1; Diaph act CS: 1; PMI act satM6P: 0.9; TNAP inh no acc: -3; TNAP inh hiacc: -3; FLuc stim CS: 1; Diaphorase inh: 3; G6PDH counter: 15

How did Cc1c(Cl)c([N+](=O)[O-])nn1CCCC(=O)Nc1cc(Oc2ccccc2)cc([N+](=O)[O-])c1 do in these assays?
Efa HMGR inh: -9; PMI act: 0.8; TNAP act hi DEA: 1; Diaph act CS: 0.8; PMI act satM6P: 0.8; TNAP inh no acc: 0; TNAP inh hiacc: -4; FLuc stim CS: 1.1; Diaphorase inh: 24; G6PDH counter: -24

How did O=C(CN1CCN(C2CCCCC2)CC1)Nc1cccc2ccccc12 do in these assays?
Efa HMGR inh: -3; PMI act: 1; TNAP act hi DEA: 1; Diaph act CS: 0.8; PMI act satM6P: 1; TNAP inh no acc: -1; TNAP inh hiacc: -2; FLuc stim CS: 1; Diaphorase inh: 25; G6PDH counter: 4

Results for CCC1=NN(C(=O)Cc2ccccc2)C(O)(c2ccncc2)C1 (stereo not drawn) ?
Efa HMGR inh: -3; PMI act: 0.9; TNAP act hi DEA: 1.1; Diaph act CS: 1.2; PMI act satM6P: 1; TNAP inh no acc: -4; TNAP inh hiacc: -6; FLuc stim CS: 1; Diaphorase inh: -17; G6PDH counter: 19

How did CCOC(=O)NC(NCc1ccccc1Cl)(C(F)(F)F)C(F)(F)F do in these assays?
Efa HMGR inh: -5; PMI act: 0.9; TNAP act hi DEA: 1; Diaph act CS: 0.9; PMI act satM6P: 0.9; TNAP inh no acc: 1; TNAP inh hiacc: 1; FLuc stim CS: 1; Diaphorase inh: 14; G6PDH counter: 9

How did CCC(C)N=C1Sc2nc3ccc(C)cc3cc2CN1CCOC (stereo not drawn) do in these assays?
Efa HMGR inh: 9.6*; PMI act: 1.6; TNAP act hi DEA: 1; Diaph act CS: 0.9; PMI act satM6P: 1.9; TNAP inh no acc: -12; TNAP inh hiacc: -4; FLuc stim CS: 1.1; Diaphorase inh: 14; G6PDH counter: -5

What do the screens show for `Cc1cccc(C(=O)NC(C(=O)Nc2nc(-c3ccccn3)cs2)C(C)C)c1` (stereo not drawn)?
Efa HMGR inh: -1; PMI act: 1.1; TNAP act hi DEA: 1; Diaph act CS: 1; PMI act satM6P: 1.1; TNAP inh no acc: -27; TNAP inh hiacc: -2; FLuc stim CS: 1; Diaphorase inh: -2; G6PDH counter: 3

What do the screens show for `CC(=O)Oc1ccc(/C=c2\sc3ncnn3c2=O)cc1`?
Efa HMGR inh: 0; PMI act: 1; TNAP act hi DEA: 1.1; Diaph act CS: 0.9; PMI act satM6P: 1; TNAP inh no acc: -6; TNAP inh hiacc: -5; FLuc stim CS: 1.1; Diaphorase inh: 14; G6PDH counter: 0

Results for CC(C)C(OC(=O)c1cc2c(s1)CCCCC2)C(=O)NC(N)=O (stereo not drawn) ?
Efa HMGR inh: -1; PMI act: 0.8; TNAP act hi DEA: 1; Diaph act CS: 0.9; PMI act satM6P: 0.9; TNAP inh no acc: -8; TNAP inh hiacc: 0; FLuc stim CS: 1; Diaphorase inh: 9; G6PDH counter: 16

Results for COC(=O)c1cc(C(=O)OC)cc(-n2c(C)cc(C=O)c2C)c1 ?
Efa HMGR inh: 0; PMI act: 1; TNAP act hi DEA: 1; Diaph act CS: 0.9; PMI act satM6P: 1.1; TNAP inh no acc: -1; TNAP inh hiacc: -4; FLuc stim CS: 1.1; Diaphorase inh: 7; G6PDH counter: 4

What do the screens show for `COCCNc1ncnc2c1cnn2-c1ccc(Cl)cc1`?
Efa HMGR inh: 0; PMI act: 1.2; TNAP act hi DEA: 1; Diaph act CS: 1; PMI act satM6P: 1.2; TNAP inh no acc: -9; TNAP inh hiacc: -1; FLuc stim CS: 0.8; Diaphorase inh: 2; G6PDH counter: 12

How did CN(C)c1ccc(CN(C)C2CCCCC2)cc1 do in these assays?
Efa HMGR inh: 1; PMI act: 1.1; TNAP act hi DEA: 1.1; Diaph act CS: 0.9; PMI act satM6P: 1.1; TNAP inh no acc: -20; TNAP inh hiacc: -9; FLuc stim CS: 1.1; Diaphorase inh: 10; G6PDH counter: -1

Results for Cc1ccc(C)c(S(=O)(=O)Nc2ccc3scnc3c2)c1 ?
Efa HMGR inh: -3; PMI act: 1; TNAP act hi DEA: 1; Diaph act CS: 1; PMI act satM6P: 1; TNAP inh no acc: -8; TNAP inh hiacc: -3; FLuc stim CS: 1; Diaphorase inh: -4; G6PDH counter: 6

What do the screens show for `O=c1c2[nH]c3ccc(F)cc3c2ncn1CCCN1CCOCC1`?
Efa HMGR inh: 0; PMI act: 1; TNAP act hi DEA: 1; Diaph act CS: 1; PMI act satM6P: 1; TNAP inh no acc: -7; TNAP inh hiacc: -1; FLuc stim CS: 1; Diaphorase inh: 4; G6PDH counter: -4

Assay outcomes deposited in PubChem BioAssay by several laboratories.
